High-throughput results from PubChem BioAssay.
miR122 inh = miR-122 Renilla sensor signal increase in Huh7, primary screen, miR-122 inhibitor project, cell-based, single point, plate reader; Huh7 miR-122 Renilla luciferase sensor, 48 h; neutral wells = 0, positive control = 100; AID 602342, 2012; actives 0.3% (n = 340,000); activation (reporter increase), % at 12.5 µM;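 active = mean replicate activation score at least 90 and every replicate individually at or above 90; inconclusive = only one of the two criteria met; inactive = neither criterion met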;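 note: higher luciferase means less miR-122 activity so hits act as miR-122 inhibitors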
INS-1E GSIS act = GLuc luminescence reporter in INS-1E cells, primary screen for activators of glucose-dependent secretion of insulin; actives 0.61% (n = 370,000); INS-1E GLuc reporter insulin secretion, 2-3 h; activation, % at 16.6 µM; AID 743287, 2014;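 active = lowest replicate activation of at least 40%, so every replicate reaches that level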;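 note: 0% = median of neutral control wells and 100% = median of IBMX positive control wells; some compounds called inactive have numbers as strong as hits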
F508del corr = F508del CFTR correction, initial screen, CFBE line, single point | CFBE cells, YFP halide quenching; stimulated with forskolin plus potentiator P3; % fluorescence drop versus neutral controls | activity (quench increase), % at 7.58 µM | actives 0.36% (n = 350,000) | AID 720511, 2013;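 active = mean added fluorescence quench of at least 8% versus neutral control, with both replicates also reaching 8%; inconclusive = only one of the mean or replicate conditions met; inactive = mean below 8% and not both replicates reaching 8%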;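 note: cells transiently co-express mutant CFTR-F508del with the halide-sensitive YFP; corrector assay measuring rescue of mutant channel to the surface after 24 h compound exposure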
PAX8 reporter = inhibitors of PAX8-driven TPO luciferase reporter, primary screen, RMG-I cells, single concentration. SteadyGlo, 24 h. actives 1.2% (n = 360,000). AID 652154, 2013. inhibition, % at 12.6 µM;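 active = mean replicate inhibition at least 60% with every replicate also reaching 60%; inconclusive = only one of the two criteria is met; inactive = mean below 60% and not all replicates reaching 60%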;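 note: luciferase light reporting Pax8 driven TPO promoter activity; plate controls were median of neutral control wells for no effect and mitoxantrone controls for full effect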
FN deposit inh = inhibitors of fibronectin matrix deposition, primary screen, AH1F cells, Alexa488-fibronectin fluorescence, plate reader. AH1F fibroblasts, overnight. inhibition, % at 12.6 µM. actives 0.086% (n = 350,000). AID 743247, 2014;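 active = mean inhibition across replicates of 30% or more, regardless of how many single replicates reach that level; inconclusive = mean under 30% yet at least half of replicates reach 30%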;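 note: positive control wells lacked labelled fibronectin entirely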
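Assay system: AH1F fibroblasts / Quantity: 10000 cells per well / Medium: DMEM plus 2% serum, read in PBS / Reagent: labelled fibronectin 24 nM / Dosing: single dose, pinned / Times: 1 h cell attachment, overnight exposure to compound and label / Signal: fluorescence, ex 485 nm, em 525 nm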
DENV2 CPE = inhibitors of DENV2 cytopathic effect, primary screen, cell-based, plate reader, single concentration; DENV2-infected cells, cytopathic effect rescue; CPE inhibition, % at 9.99 µM; actives 1.7% (n = 350,000); AID 651640, 2012; in the data active = CPE inhibition above about 20%, passing the limit was not always enough; inconclusive = no clear call, values can overlap the other calls; tested in BHK-21 cells;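 note: 0% = median of neutral control wells and 100% = median of positive control wells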
EWS-Fli block = EWS/Fli-driven NR0B1 reporter inhibitors, primary screen, A673 cells, NR0B1 luciferase, luminescence, MLPCN library. viability-normalised. inhibition, % at 12.6 µM. actives 0.67% (n = 350,000). AID 651661, 2012;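 active = mean inhibition of at least 50% after viability correction, with every replicate also passing that limit; inconclusive = mean reaches 50% but only one of two replicates passes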;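 note: firefly luciferase signal divided by Alamar Blue viability fluorescence both relative to DMSO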
* hit, by the source's call; ? = inconclusive; · = not tested or not shown; & = joins results of further samples; [ ] = another dose, or the depositor's remark.

Screens in order – DENV2 CPE	FN deposit inh	miR122 inh	INS-1E GSIS act	PAX8 reporter	EWS-Fli block	F508del corr
1. O=C(NCCCN1CCOCC1)[C@H]1[C@H](CO)[C@H]2Cn3c(cccc3=O)[C@@H]1N2C(=O)C1CCCC1
    14	·	·	8	-1	-8	-0.6
2. Cc1cc(C(=O)N/N=C/c2ccc(C)o2)c2ccccc2n1
    ·	5	16	8	26	·	·
3. Cc1cc(OCC(=O)N(C)c2ccccc2)cc2c1C(=O)CC(C)(C)O2
    11	4	-1	·	-14	10	-0.5
4. O=C(CC(=O)c1ccccc1)Nc1cc([N+](=O)[O-])ccc1Cl
    -3	-1	-1	18	-32	-6	-0.4
5. O=C(O)c1ccc([N+](=O)[O-])nc1
    0	-6	-2	23	21	-5	-2.4
6. O=C1[C@@H]2[C@@H]3C[C@@H]([C@H]4ON=C(c5ccc(Cl)cc5)[C@@H]34)[C@@H]2C(=O)N1c1ccc2c(c1)OCO2
    3	-6	·	·	-14	-48	·
7. CC(C)NC(=O)N(C)C[C@@H]1Oc2ccc(NC(=O)NC3CCCCC3)cc2CC(=O)N([C@@H](C)CO)C[C@H]1C
    -11	·	-2[16.7 µM]	-11	·	-17	-1.9
8. CCOc1ccc(CCNC(=O)Cn2cccc2C(=O)c2ccccc2)cc1OCC
    ·	-5	·	21	-2	·	·
9. O=C(C[C@@H]1CC[C@@H]2[C@H](COC[C@H](O)CN2CCC(F)(F)F)O1)NCc1ccc(Oc2ccccc2)cc1
    1	-3	-1[16.7 µM]	-14	32	17	1.2
10. CC(C)NC(=O)N(C)C[C@@H]1Oc2ccc(NC(=O)CCC(F)(F)F)cc2C(=O)N([C@@H](C)CO)C[C@@H]1C
    0	·	1[16.7 µM]	-3	-12	-10	-0.5
11. Cc1cc(C(=O)CCl)c(C)n1CCc1ccc(F)cc1
    -3	-9	0	5	32	40	-4.2
12. CCC(=O)N(C)C[C@H]1Oc2cc(-c3cccnc3)ccc2S(=O)(=O)N([C@H](C)CO)C[C@H]1C
    -2&11	-7&-2	-9	4&3	4	-7&3	-3.0&-0.1
13. O=C1CSC(c2ccccc2[N+](=O)[O-])N1CCc1ccccc1 (configuration not stated)
    -6	19	·	12	22	2	0.5
14. Cn1c(CCC(=O)Nc2ccc(F)cc2)nc2cc(S(=O)(=O)N3CCOCC3)ccc21
    6	2	3	-1	9	-4	5.5
15. O=C(C[C@@H]1CC[C@H]2[C@@H](COC[C@H](O)CN2S(=O)(=O)c2ccc(Oc3ccccc3)cc2)O1)Nc1ccccc1
    -2	3	-8[16.7 µM]	-19	·	·	1.8
16. COc1ccc(OC)c(C(=O)COC(=O)COc2ccccc2)c1
    3	16	-5	54	2	7	-0.9
17. CCSc1nnc(NC(=O)CCCOc2ccc(C)cc2)s1
    0	·	·	-4	5	-5	-1.3
18. CCOC(=O)c1cnc2c(OC)cccc2c1N1CCN(c2ccc(OC)cc2)CC1
    ·	14	-3	·	17	·	·
19. COc1ccc2c3c([nH]c2c1)[C@@H](CO)N(C(=O)Nc1ccc(F)cc1)CC31CCN(Cc2cc(-c3ccccc3)on2)CC1
    -5	·	·	-16	·	-10	1.9
20. O=C(C[C@H]1C=C[C@H](NC(=O)Cc2cccnc2)[C@@H](CO)O1)Nc1ccc(-c2ccccc2)cc1
    4	-7	·	-5	-20	-26	0.5

The results go on.
Screens in order – DENV2 CPE	FN deposit inh	miR122 inh	INS-1E GSIS act	PAX8 reporter	EWS-Fli block	F508del corr
21. COc1ccccc1C1c2c(C)nn(-c3ccccc3)c2NC(=O)C1NC(=O)c1ccccc1 (configuration not stated)
    ·	4	-4	-10	3	·	·
22. O=C(c1cccc(S(=O)(=O)N2CCCC2)c1)N1CCCC(C(F)(F)F)C1 (configuration not stated)
    14	6	-1	3	-2	-3	1.6
23. CNC(=O)C[C@H]1CC[C@@H]2[C@H](COC[C@H](O)CN2Cc2ccc(Cl)c(Cl)c2)O1
    19	-7	2[16.7 µM]	4	4	1	-2.3
24. O=C(CCl)N1CCN(S(=O)(=O)c2ccc3ccccc3c2)CC1
    9	8	-6	1	3	60*	-5.5
25. COc1ccccc1-c1c(C)oc2c(CN3CCOCC3)c(O)ccc2c1=O
    -3	5	-24	-2	3	-21	-0.5
26. CN(Cc1nc(Cc2cccc(F)c2)no1)CC1COCCO1 (configuration not stated)
    6	-3	-3	2	-2	-2	1.8
27. O=C(C[C@@H]1CC[C@@H]2[C@H](COC[C@H](O)CN2CCc2ccccc2)O1)NCCCN1CCOCC1
    1	1	0[16.7 µM]	7	-8	8	-5.8
28. CCc1nnc(N/N=C/c2cc(Br)c(O)cc2O)n1N
    1	1	2	·	4	3	·
29. CCOC(=O)Cn1c(=O)oc2cc(S(=O)(=O)Nc3ccc(F)cc3)ccc21
    2	-13	-3	-19	9	2	-1.0
30. CCN(Cc1ccccc1)C(=O)C1CCN(Cc2sccc2C)CC1
    ·	-2	6	-4	-3	·	·
31. Cc1ccc(-c2nc(NC(=O)CSc3nnc4scc(-c5ccccc5)n34)ns2)cc1
    5	11	-7	1	28	2	-1.7
32. CCOC(=O)Nc1ccc2c(CN3CCC(C(=O)OC)CC3)cc(=O)oc2c1
    17	-1	-1	0	23	-1	2.3
33. O=C(N/N=C/C=C/c1ccccc1[N+](=O)[O-])c1cccnc1
    -1	3	2	6	3	13	-1.5
34. CN(C)S(=O)(=O)c1cccc(NC(=O)CCCSc2ccccc2)c1
    8	1	1	-13	13	4	1.1
35. NC(=S)N=Nc1c(O)cc(O)c2[nH]c(=O)ccc12
    4	-9	14	17	4	-5	-0.3
36. Oc1ccccc1C=NN=Cc1ccccc1Cl
    3	6	·	6	21	-30	-0.4
37. CCN(CC)c1ccc(/C=N/N2C(=O)c3ccccc3C2=O)c(O)c1
    42*	-2	-2	-9	27	-18	-0.1
38. O=C(NCC[C@@H]1CC[C@H](NS(=O)(=O)c2ccc(Cl)cc2)[C@H](CO)O1)Nc1ccc(F)cc1
    -2	-3	·	-11	-37	-10	0.7
39. Cc1cccc(OCC(=O)N/N=C/C=C/c2ccco2)c1
    ·	-9	0	-44	-8	-3	·
40. CC1=N/C(=C\c2ccc(OC(C)C)cc2)C(=O)N1c1ccc(C(=O)O)cc1
    -2	-18	-1	-3	-4	-6	·

Reformatted in markdown: part of the list above.
| no. | structure | DENV2 CPE | FN deposit inh | miR122 inh | INS-1E GSIS act | PAX8 reporter | EWS-Fli block | F508del corr |
| --- | --- | --- | --- | --- | --- | --- | --- | --- |
| 21 | COc1ccccc1C1c2c(C)nn(-c3ccccc3)c2NC(=O)C1NC(=O)c1ccccc1 (configuration not stated) | · | 4 | -4 | -10 | 3 | · | · |
| 15 | O=C(C[C@@H]1CC[C@H]2[C@@H](COC[C@H](O)CN2S(=O)(=O)c2ccc(Oc3ccccc3)cc2)O1)Nc1ccccc1 | -2 | 3 | -8[16.7 µM] | -19 | · | · | 1.8 |
| 6 | O=C1[C@@H]2[C@@H]3C[C@@H]([C@H]4ON=C(c5ccc(Cl)cc5)[C@@H]34)[C@@H]2C(=O)N1c1ccc2c(c1)OCO2 | 3 | -6 | · | · | -14 | -48 | · |

Later entries:
Screens in order – DENV2 CPE	FN deposit inh	miR122 inh	INS-1E GSIS act	PAX8 reporter	EWS-Fli block	F508del corr
41. O=C(CN1CCOCC1)NCC[C@@H]1CC[C@@H](NC(=O)Cc2ccccn2)[C@@H](CO)O1
    -6	4	·	20	3	1	3.2
42. CCc1nnc(NS(=O)(=O)c2ccc(NC(=O)c3ccccc3C)cc2)s1
    ?	-4	-7	-2	8	5	-1.1
43. O=C(CN(C(=O)CCC(=O)Nc1ccccn1)C1CCCC1)NCc1ccc(F)cc1
    5	2	11	6	8	·	1.9
44. CCOC(=O)N1CCN(C(=O)/C(=C\c2ccc(SC)cc2)NC(=O)c2ccccc2)CC1
    11	1	·	·	11	10	-2.6
45. CN[C@H]1C[C@H]2c3cc(Oc4ccccc4C)ccc3CCN2C(=O)[C@H]1[C@H](C)O
    10	-6	-1	-23	3	-5	-3.0
46. COc1ccccc1C(=O)N1CCN(C(=O)[C@@H](Cc2ccccc2)NC(=O)[C@H]2O[C@@H](n3ccc(=O)[nH]c3=O)[C@H](O)[C@@H]2O)CC1
    8	4	·	4	-19	4	1.0
47. O=C(COc1ccccc1)N1CCN(C(=O)c2ccc([N+](=O)[O-])cc2)CC1
    -1	·	·	0	-2	-2	1.3
48. C[C@@H]1CN([C@H](C)CO)C(=O)c2cccc(NS(=O)(=O)c3ccc(Cl)cc3)c2O[C@@H]1CN(C)C(=O)Nc1ccc(C(F)(F)F)cc1
    5	·	-24[16.7 µM]	-3	·	-9	2.6
49. COc1ccc(/C=C(\C#N)C(=O)NCc2ccccc2)cc1O
    12	-9	2	6	5	10	-1.7
50. C[C@@H]1CN([C@@H](C)CO)C(=O)c2cc(NC(=O)Nc3ccc(F)cc3)ccc2O[C@@H]1CN(C)Cc1ccc(C(F)(F)F)cc1
    7	·	6[16.7 µM]	-29	70*	11	0.2
51. CO[C@@H]1CN(C)C(=O)c2cc(NC(=O)NC(C)C)ccc2OC[C@H](C)N(C)C[C@H]1C
    6	-8	-5[16.7 µM]	4	·	-9	1.4
52. O=C(N/N=C/C=C/c1ccc2c(c1)OCO2)c1ccc([N+](=O)[O-])cc1
    ·	-4	2	74*	·	·	·
53. O=C(C[C@@H]1C=C[C@@H](NC(=O)CN2CCOCC2)[C@@H](CO)O1)NC1CCCCC1
    ?	5	·	-4	-2	1	-1.5
54. CC(CCc1ccccc1)NCC(O)c1ccc(O)c(C(N)=O)c1 (configuration not stated)
    4	4&2	1	·	-11	-11	2.9
55. C[C@H](CO)N1C[C@H](C)[C@H](CN(C)C(=O)Nc2ccc(C(F)(F)F)cc2)OCCCC[C@H](C)Oc2ccc(NC(=O)Nc3ccc(F)cc3)cc2C1=O
    2	3	-2[16.7 µM]	20	21	-6	5.8
56. COc1ccc(OCC(=O)NCCNC(=O)c2ccncc2)cc1
    0	4	-2	14	-6	-8	3.8

Among those listed so far, these contain a Cl atom:
Screens in order – DENV2 CPE	FN deposit inh	miR122 inh	INS-1E GSIS act	PAX8 reporter	EWS-Fli block	F508del corr
4. O=C(CC(=O)c1ccccc1)Nc1cc([N+](=O)[O-])ccc1Cl
    -3	-1	-1	18	-32	-6	-0.4
6. O=C1[C@@H]2[C@@H]3C[C@@H]([C@H]4ON=C(c5ccc(Cl)cc5)[C@@H]34)[C@@H]2C(=O)N1c1ccc2c(c1)OCO2
    3	-6	·	·	-14	-48	·
11. Cc1cc(C(=O)CCl)c(C)n1CCc1ccc(F)cc1
    -3	-9	0	5	32	40	-4.2
23. CNC(=O)C[C@H]1CC[C@@H]2[C@H](COC[C@H](O)CN2Cc2ccc(Cl)c(Cl)c2)O1
    19	-7	2[16.7 µM]	4	4	1	-2.3
24. O=C(CCl)N1CCN(S(=O)(=O)c2ccc3ccccc3c2)CC1
    9	8	-6	1	3	60*	-5.5
36. Oc1ccccc1C=NN=Cc1ccccc1Cl
    3	6	·	6	21	-30	-0.4
38. O=C(NCC[C@@H]1CC[C@H](NS(=O)(=O)c2ccc(Cl)cc2)[C@H](CO)O1)Nc1ccc(F)cc1
    -2	-3	·	-11	-37	-10	0.7
48. C[C@@H]1CN([C@H](C)CO)C(=O)c2cccc(NS(=O)(=O)c3ccc(Cl)cc3)c2O[C@@H]1CN(C)C(=O)Nc1ccc(C(F)(F)F)cc1
    5	·	-24[16.7 µM]	-3	·	-9	2.6
